Screening results (PubChem)
MLL CXXC-DNA inh: MLL CXXC-DNA interaction inhibition | Q03164 | MLL-CXXC / FITC-HOXA9 DNA fluorescence polarization | AID 2662 | 290,000 compounds, 0.037% hits | Potency, µM (top dose mostly 115 µM), inactives show at the highest dose activity change, negative = inhibition, usual class: inhibitors; active means well fitted inhibition curve with a large enough effect in the polarisation, with a control signal flat, not every such curve was filed as active; inconclusive means small, poorly fitted or top-dose-only effect, or effect the other way, or a change in a side signal; inactive means no such curve, though single readings can be large or run the other way; the % refers to the polarisation; further: potency means the concentration at half of the fitted maximal effect
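Steps: dispense CXXC domain solution (7 uM) → pin compounds or unlabeled HOX-A9 DNA control → 5 min ambient → add FLSN-HOX-A9 solution (50 nM) → spin → 30 min ambient → fluorescence polarization. Tris pH 7.5/NaCl/DTT/BSA buffer.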
Menin-MLL TR inh: inhibitors of human menin-MLL interaction, mutant MLL peptide | O00255 | Menin + Texas Red MLL mutant peptide, fluorescence polarization | Potency, µM (series often up to 61.6 µM), without a hit: at the highest dose FP activity change, negative = inhibition, most hits filed as inhibitors | 270,000 compounds, 0.23% hits | AID 1768; active means well fitted inhibition curve with a large enough effect in the polarisation, with a control signal flat, not every such curve was filed as active; inconclusive means small, poorly fitted or top-dose-only effect, or effect the other way, or a change in a side signal; inactive means no such curve, though single readings can be large or run the other way; the % refers to the polarisation; further: potency means the concentration at half of the fitted maximal effect; % of control where 0% means no effect; many of its hits are not listed in these tables
FBPA coupling cs: counter-screen for Giardia aldolase inhibitors: coupling enzyme system | coupling enzyme system counterscreen, AmpLite Red fluorescence | activity change, negative = inhibition, % at 58.2 µM, hits read low | 290,000 compounds, 0.67% hits | AID 2472; in the data active means activity change below about -30%; further: on the % scale 0 is the no-effect control and ±100 the full control effect
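First, compound is pin-transferred into glyceraldehyde-3-phosphate coupling-enzyme reagent at 57.5 uM final and held 10 min at RT. Next, substrate, coupling system and AmpLite Red are added. After 20 min RT, fluorescence (525/598 nm) is read.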
PKM2 activator: activators of human pyruvate kinase M2; purified PKM2, Kinase-Glo ATP luminescence, activation; response scale: 0% is enzyme alone, no compound; Potency, µM (series often up to 57.5 µM), inactives show at the highest dose activation, hits mostly activators; 260,000 compounds, 0.34% hits; AID 1631; active means well fitted activation curve with a large enough effect; inconclusive means small, poorly fitted or top-dose-only effect; inactive means no such curve, though single readings can be large or run the other way; further: potency means the concentration at half of the fitted maximal effect; on the % scale 0 is the no-effect control and ±100 the full control effect; nearly all actives have a fitted effect of over 55% in size
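hPK-M2, >95% pure; 0.1 mM ADP / 0.5 mM PEP final; imidazole pH7.2 buffer w/ 7 mM MgCl2, 50 mM KCl; 1 h RT; Kinase-Glo lum. Intermediate enzyme activity for dual inhibitor/activator qHTS.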
Numbers without * were called inactive; ? = inconclusive; · = no result given; & = joins results of further samples; [ ] = remark or other dose. This is a subset; rates above refer to the full screens.

Results follow in this order: Menin-MLL TR inh	MLL CXXC-DNA inh	PKM2 activator	FBPA coupling cs
1) CC1=C(/C=C/C(C)=C\C=C\C(C)=C\C=C\C=C(C)\C=C\C=C(C)\C=C\C2=C(C)C[C@@H](O)CC2(C)C)C(C)(C)C[C@H](O)C1
→ -1%	-17%	·	·
2) N=C(N)c1ccc2cc(OC(=O)c3ccc(N=C(N)N)cc3)ccc2c1
→ -4%	6%	·	·
3) CCCC(=O)Nc1c(I)cc(I)c(C[C@H](CC)C(=O)O)c1I
→ -2%	-22%	·	·
4) Cc1cccc(C)c1NC(=O)NC1=CCCN1C
→ -5%	0%	·	·
5) C#C[C@]1(OC(C)=O)CC[C@H]2[C@@H]3CCC4=C[C@@H](OC(C)=O)CC[C@@H]4[C@H]3CC[C@@]21C
→ 7%	4%	·	·
6) CN(C)C(=O)CCSC(SCCC(=O)O)c1cccc(/C=C/c2ccc3ccc(Cl)cc3n2)c1 (stereo not drawn)
→ 40%[activator]	-4%	·	·
7) CNCC(=O)NC(CCCN=C(N)N)C(=O)NC(C(=O)NC(Cc1ccc(O)cc1)C(=O)NC(C(=O)NC(Cc1cnc[nH]1)C(=O)N1CCCC1C(=O)NC(C)C(=O)O)C(C)C)C(C)C (stereo not drawn)
→ 4%	11%	·	·
8) O=C(NNCNNC(=O)c1ccncc1)c1ccncc1
→ 1%	3%	·	·
9) CC1CN(S(=O)(=O)c2cccc3cnccc23)CCN1 (stereo not drawn)
→ 21%	-16%	·	·
10) CC(O)C1CCC2C3CCC4CC(O)CCC4(C)C3CCC12C (stereo not drawn)
→ 6%	-11%	·	·
11) Nc1nc(=O)n([C@@H]2CS[C@H](CO)O2)cc1F
→ 0%	-11%	·	·
12) CCCCCCCCCCCCCC(=O)OCC(COP(=O)([O-])OCC[N+](C)(C)C)OC(=O)CCCCCCCCCCCCC (stereo not drawn)
→ -10%	5%	·	·
13) CC(=O)N[C@H]1[C@H](O[C@@H]2c3ccc(c(Cl)c3)Oc3cc4cc(c3O[C@@H]3O[C@H](CO)[C@@H](O)[C@H](O)C3C)Oc3ccc(cc3Cl)C[C@H]3NC(=O)[C@@H](N)c5ccc(O)c(c5)Oc5cc(O)cc(c5)[C@H](NC3=O)C(=O)N[C@H]4C(=O)N[C@H]3C(=O)N[C@@H]2C(=O)N[C@@H](C(=O)O)c2cc(O)cc(O[C@H]4O[C@H](CO)[C@@H](O)C(O)[C@@H]4O)c2-c2cc3ccc2O)O[C@H](CO)[C@@H](O)[C@@H]1O (stereo partly drawn)
→ 31%[activator][24.8 µM]	2%[51.4 µM]	·	·
14) CCCN(CCc1cccs1)[C@H]1CCc2c(O)cccc2C1
→ 3%	17%	·	·
15) CN1CCC(OC(=O)C(Oc2ccc(Cl)cc2)Oc2ccc(Cl)cc2)CC1
→ -1%	-2%	·	·
16) CN[C@H](C)CCC=C(C)C
→ -17%	-5%	·	·
17) C[N+]12CCCC[C@@H]1CCC(=C(c1cccs1)c1cccs1)C2 (stereo partly drawn)
→ 2%	3%	·	·
18) CC(C)(C)NCC(O)COc1ccc(NC(=O)NC2CCCCC2)cc1 (stereo not drawn)
→ -4%	3%	·	·
19) CCC(=O)O[C@]1(C(=O)CCl)[C@@H](C)CC2C3C[C@H](F)C4=CC(=O)C=CC4(C)[C@@]3(F)C(O)CC21C (stereo partly drawn)
→ 23%	-5%	·	·
20) FC(F)(F)C(F)(F)C(F)(F)C(F)(F)C(F)(F)C(F)(F)C(F)(F)C(F)(F)Br
→ 7%	4%	·	·
21) CC(C)(C)C(=O)Oc1ccc(S(=O)(=O)Nc2ccccc2C(=O)NCC(=O)O)cc1
→ 8%	-2%	·	·
22) O=C(OCc1ccccc1)c1ccc(O)cc1
→ 1%	6%	·	·
23) OB(O)O
→ 3%	-2%	·	·
24) CC1(C)S[C@@H]2[C@H](NC(=O)[C@H](NC(=O)N3CCN(S(C)(=O)=O)C3=O)c3ccccc3)C(=O)N2[C@H]1C(=O)O
→ 13%	-7%	·	·
25) CC(C)NCC(O)COc1ccccc1-n1cccc1 (stereo not drawn)
→ 2%	1%	·	·
26) COc1ccc(CCNC[C@@H](O)c2ccc(O)cc2)cc1OC
→ 3%	-2%	·	·
27) O=C(O)C(Cc1cc(I)c(O)c(I)c1)c1ccccc1 (stereo not drawn)
→ 5%	17%	·	·
28) CC1(C)OC[C@@H]2O[C@@]3(C(=O)O)OC(C)(C)O[C@@H]3[C@@H]2O1
→ -2%	-9%	·	·
29) O=C1NC(=O)C2C3C=CC(C3)C12 (stereo not drawn)
→ -6%	16%	·	·
30) CC(O)[C@@H](O)[C@H]1CNc2nc(N)[nH]c(=O)c2N1 (stereo partly drawn)
→ -3%	?	·	·

Sorted by SMILES length (highest first): part of the list above
Results follow in this order: Menin-MLL TR inh	MLL CXXC-DNA inh	PKM2 activator	FBPA coupling cs
19) CCC(=O)O[C@]1(C(=O)CCl)[C@@H](C)CC2C3C[C@H](F)C4=CC(=O)C=CC4(C)[C@@]3(F)C(O)CC21C (stereo partly drawn)
→ 23%	-5%	·	·
5) C#C[C@]1(OC(C)=O)CC[C@H]2[C@@H]3CCC4=C[C@@H](OC(C)=O)CC[C@@H]4[C@H]3CC[C@@]21C
→ 7%	4%	·	·
12) CCCCCCCCCCCCCC(=O)OCC(COP(=O)([O-])OCC[N+](C)(C)C)OC(=O)CCCCCCCCCCCCC (stereo not drawn)
→ -10%	5%	·	·
28) CC1(C)OC[C@@H]2O[C@@]3(C(=O)O)OC(C)(C)O[C@@H]3[C@@H]2O1
→ -2%	-9%	·	·
15) CN1CCC(OC(=O)C(Oc2ccc(Cl)cc2)Oc2ccc(Cl)cc2)CC1
→ -1%	-2%	·	·
2) N=C(N)c1ccc2cc(OC(=O)c3ccc(N=C(N)N)cc3)ccc2c1
→ -4%	6%	·	·
17) C[N+]12CCCC[C@@H]1CCC(=C(c1cccs1)c1cccs1)C2 (stereo partly drawn)
→ 2%	3%	·	·
30) CC(O)[C@@H](O)[C@H]1CNc2nc(N)[nH]c(=O)c2N1 (stereo partly drawn)
→ -3%	?	·	·
27) O=C(O)C(Cc1cc(I)c(O)c(I)c1)c1ccccc1 (stereo not drawn)
→ 5%	17%	·	·
9) CC1CN(S(=O)(=O)c2cccc3cnccc23)CCN1 (stereo not drawn)
→ 21%	-16%	·	·
8) O=C(NNCNNC(=O)c1ccncc1)c1ccncc1
→ 1%	3%	·	·
25) CC(C)NCC(O)COc1ccccc1-n1cccc1 (stereo not drawn)
→ 2%	1%	·	·
22) O=C(OCc1ccccc1)c1ccc(O)cc1
→ 1%	6%	·	·
29) O=C1NC(=O)C2C3C=CC(C3)C12 (stereo not drawn)
→ -6%	16%	·	·
16) CN[C@H](C)CCC=C(C)C
→ -17%	-5%	·	·
23) OB(O)O
→ 3%	-2%	·	·

(continued)
Results follow in this order: Menin-MLL TR inh	MLL CXXC-DNA inh	PKM2 activator	FBPA coupling cs
31) CN1c2c(nc(N)[nH]c2=O)NCC1CNc1ccc(C(=O)NC(CCC(=O)O)C(=O)O)cc1 (stereo not drawn)
→ 7%	-1%	·	·
32) CNC(=O)C[C@@H](N)C(=O)N[C@@H](C(=O)N[C@@H]1C(=O)N2[C@@H]1SC(C)(C)[C@@H]2C(=O)O)c1ccc(O)cc1
→ -7%	5%	·	·
33) Nc1ccc(CCNc2ncnc3c2ncn3C2OC(CO)C(O)C2O)cc1 (stereo not drawn)
→ 3%	1%	·	·
34) O=C(/C=C/c1cccc(F)c1)NC1CC1
→ 0%	1%	·	·
35) C/C=C\c1ccc(OC)cc1
→ 0%	-5%	·	·
36) OCCOC[C@H]1O[C@H](OCCO)[C@H](OCCO)[C@@H](OCCO)[C@@H]1OCCO (tested in a mixture with another compound)
→ -1%	4%	·	·
37) CC(=O)NC1[C@H]([C@H](O)[C@H](O)CO)OC(C(=O)O)=C[C@H]1N=C(N)N (stereo partly drawn)
→ 3%	-3%	·	·
38) COc1cc2c(Nc3ccc(Br)cc3F)ncnc2cc1OCC1CCN(C)CC1
→ -23%	-2%	·	·
39) CCN1CCCC1Cn1c(-c2ccccc2)nc2c(N3CCOCC3)nc(C)nc21 (stereo not drawn)
→ 18%	·	2%	3
40) COC(=O)c1ccc(C(NC(=O)OCc2ccccc2)/C(C)=C/[C@@H](C)C(=O)NCCc2c[nH]c3ccc(OC)cc23)cc1 (stereo partly drawn)
→ 18%	·	0%	4
41) COC(=O)C[C@H]1c2ccccc2C2=C(C[C@@H](C)[C@H]3C(=O)N(c4ccccc4)C(=O)[C@@H]23)N1C(=O)OC
→ -3%&-15%[11.7 µM]	·	-7%&-6%[11.5 µM]	-4&-1
42) CCCCc1nc2c(c3c1C[C@H](C)OC3)CN(C(=O)NCc1ccco1)CC2
→ -12%[11.7 µM]	·	-4%[11.5 µM]	-1
43) C#CCCCC(=S)Nc1ccccc1
→ 0%	·	-2%	3
44) C[C@H]1Cc2c(-c3ccccc3)nc3c(c2CO1)CN(C(=O)c1ccco1)CC3
→ -15%[11.7 µM]	·	-4%[11.5 µM]	-1
45) CCCCc1nc2c(c3c1C[C@H](C)OC3)CN(S(=O)(=O)c1ccc(C#N)cc1)CC2
→ 3%[11.7 µM]	·	-1%[11.5 µM]	-1
46) COC(=O)[C@@]1(Cc2ccc(F)cc2)[C@H]2c3cc(C(=O)N4CCCC4)n(CCc4c[nH]c5cc(F)ccc45)c3C[C@H]2CN1C(=O)c1ccccc1
→ 2%	·	1%	6
47) COC(=O)N1C(/C=C/C=C/c2ccc(OC)cc2)=Cc2ccccc2C1CC(C)=O (stereo not drawn)
→ -18%[11.7 µM]	·	1%[11.5 µM]	0
48) CCC1=C2CC[C@H]3C(=O)N(CC(=O)OC)C(=O)[C@H]3[C@H]2[C@@]2(Cc3ccccc3)C(=NCCOC)OC(=O)N2C1=O
→ 15%	·	-10%	-2
49) C[C@@]1(C(NC(=O)Cc2ccccc2)c2ccc(-c3ccccc3)cc2)C[C@H]1C1CCCCC1 (stereo partly drawn)
→ 6%	·	3%	3
50) Cc1nc(NCCO)c2nc(-c3ccccc3)n(CCN(C)C)c2n1
→ 2%	·	-1%	1
51) COCCn1c(C(=O)N2CCCC2)cc2c1C[C@H]1CN(C(=O)c3ccccc3)[C@@](Cc3ccccc3)(C(=O)OC)[C@@H]21
→ -10%	·	-1%	1
52) COC(=O)c1ccc(C(NC(=O)OCc2ccccc2)/C(F)=C/[C@@H](C)C(=O)NCc2cccnc2)cc1 (stereo partly drawn)
→ -8%	·	0%	1
53) CCCn1c(-c2ccc(F)cc2)nc2c(NCCN3CCCC3)nc(C)nc21
→ -2%	·	-14%	6
54) CC(C)=C1C(=O)C(c2ccccc2)=C2CN3C(=O)N(CCc4ccccc4)C(=O)[C@]3(Cc3ccc(C(F)(F)F)cc3)[C@H]21
→ -9%	·	-2%	-4
55) CC#CCN1c2ccccc2[C@]23C[C@@H](C(=O)OC)N(S(=O)(=O)c4cccs4)C2=NC(C(=O)OC)=C(C(=O)OC)[C@H]13
→ -3%[11.7 µM]	·	5%[11.5 µM]	2
56) CC(=O)N[C@H](c1ccccc1)[C@@]1(C)C[C@@H]1[C@@H](C)C(=O)Nc1ccc2ccccc2c1
→ 3%	·	3%	0
57) COC(=O)[C@@]1(Cc2ccc(OC)cc2)[C@H]2c3cc(C(=O)N4CCCC4)n(Cc4ccc(C(F)(F)F)nc4)c3C[C@H]2CN1C(=O)c1ccccc1
→ 13%	·	-2%	-1
